Wee1 stabilizer: blocks degradation of human Wee1 kinase. P30291. AID 1321. HeLa Luc-Wee1K328M stability, luciferase luminescence; 100% = proteasome inhibitor MG132 effect. hit rate 1.2% among 220,000. reporter increase, % at 5 µM;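 active = activation above the mean of all tested compounds plus 3 SD, set per screening run, cut at about 8.8% in these data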;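 note: cells exposed to compound for 20 h before luminescence read; 0% = DMSO alone and 100% = MG132 at 30 µM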
TNF necrop inh: inhibitors of TNF-alpha induced necroptosis in Jurkat FADD-/- cells; AID 463075; Jurkat FADD-/- TNF necroptosis rescue, ATP luminescence, 24 h; 0 = TNF only, 100 = no-TNF cells; hit rate 0.068% among 220,000; activation (protection from cell death), % at 10 µM;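 active = activation, meaning protection from cell death, of at least 50% relative to plate controls; inactive = activation below 50%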;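 note: necroptosis triggered by 40 ng/mL TNF-alpha added together with compound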
Ba/F3 V617F tox: lowers viability of Ba/F3 cells expressing EpoR and JAK2V617F | hit rate 1.1% among 220,000 | inhibition, % at 5.6 µM | ATP luminescence;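 active = inhibition above the campaign mean plus 3 SD over all tested compounds, cut at about 24% in these data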;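 note: cytokine-independent growth of Ba/F3 cells driven by EpoR plus mutant JAK2; 0% = DMSO-treated cells and 100% = JAK inhibitor I control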
PPC-1+TRAIL kill: compounds killing PPC-1 cancer cells with TRAIL present (potentiator screen, no TRAIL-free arm); PPC-1 cells + TRAIL, ATPLite viability luminescence; cell killing (% activity), % at 4 µM; hit rate 0.41% among 220,000;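 active = cell killing above 50% in the first pass at 4 µM, then a duplicate retest at 5 µM averaging 50% or more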;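 note: plate controls were cells with TRAIL plus DMSO for no effect and medium-only wells lacking cells for full effect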
TRPN1 ag: zebrafish TRPN1 (NompC) channel agonism; HEK293 zebrafish TRPN1-YFP, Fluo-8 calcium fluorescence; 100% = response to 87 µM carbachol; activation, % at 3 µM; hit rate 0.18% among 220,000;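 active = activation above its plate's cutoff, the mean activation of test wells on that plate plus 3 SD, cut at about 19% in these data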;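 note: 0% = DMSO alone and 100% = 87 µM carbachol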
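Material – zebrafish TRPN1-YFP in HEK293 cells · Doses – 3 µM single point · Schedule – dye 1 h 37 °C plus 30 min RT · Signal – Fluo-8 calcium fluorescence, excitation 470-495 nm, emission 515-575 nm · Read-out – % activation versus carbachol response · Control set – carbachol high, DMSO low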
CHOP inhibitor: inhibitors of CHOP induction in ER stress response; CHO-K1 CHOP-promoter luciferase, tunicamycin-induced, 15-18 h; inhibition, % at 10 µM; hit rate 3.8% among 220,000;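 active = compounds that reduced the stress-induced luciferase reporter signal by more than about 70% of percent inhibition, limit read from the data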;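 note: 0% = tunicamycin plus vehicle and 100% = wells without tunicamycin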
BaF3 parental: parental Ba/F3 viability inhibition as JAK2V617F counter-screen. CellTiter-Glo ATP luminescence. inhibition, % at 5.6 µM. hit rate 1.1% among 220,000;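 active = inhibition above a per-campaign cutoff, the mean inhibition of all tested compounds plus 3 SD, cut at about 27% in these data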;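 note: 0% = DMSO wells and 100% = JAK Inhibitor I control wells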
TRPML3 agonist: agonists of human TRPML3 channel | hit rate 0.29% among 220,000 | Q8TDD5 | HEK293 TRPML3-YFP, Fluo-8 calcium fluorescence; 100% = the carbachol control signal | AID 1448 | activation, % at 3 µM;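 active = activation above its plate's cutoff, the mean activation of the plate's test wells plus 3 SD, cut at about 12% in these data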;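 note: 0% = DMSO only wells and 100% = carbachol wells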
Target sequence (Q8TDD5 whole entry, looked up): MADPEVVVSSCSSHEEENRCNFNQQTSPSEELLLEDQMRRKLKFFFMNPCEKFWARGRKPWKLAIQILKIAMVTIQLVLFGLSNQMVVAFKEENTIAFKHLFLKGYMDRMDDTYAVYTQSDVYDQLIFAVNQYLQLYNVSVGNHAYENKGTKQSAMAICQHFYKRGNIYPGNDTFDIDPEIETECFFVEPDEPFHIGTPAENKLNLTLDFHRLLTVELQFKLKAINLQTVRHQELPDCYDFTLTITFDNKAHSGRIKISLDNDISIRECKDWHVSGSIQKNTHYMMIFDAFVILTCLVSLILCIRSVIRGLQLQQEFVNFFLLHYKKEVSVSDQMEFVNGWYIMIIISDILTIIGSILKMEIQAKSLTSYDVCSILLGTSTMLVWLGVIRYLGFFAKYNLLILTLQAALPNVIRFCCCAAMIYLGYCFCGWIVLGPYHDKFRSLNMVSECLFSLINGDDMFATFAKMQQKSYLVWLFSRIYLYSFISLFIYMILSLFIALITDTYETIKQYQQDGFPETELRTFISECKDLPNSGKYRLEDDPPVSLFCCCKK
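Test system: TRPML3-YFP stable HEK293 cells. Doses: single point at 3 µM. Incubation: dye loading 1 h 37 °C then 30 min ambient, 125 s read. Signal: Fluo-8 calcium dye fluorescence, ex 470-495, em 515-575 nm. Measure: percent activation from peak-to-basal fluorescence ratio, scaled between DMSO and carbachol.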
RBBP9 inh: inhibitors of human serine hydrolase RBBP9; inhibition, % at 7.94 µM; AID 1515; hit rate 0.2% among 220,000; recombinant RBBP9, FP-Rh probe fluorescence polarization;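 active = inhibition above the campaign mean of all tested compounds plus 3 SD, cut at about 14% in these data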;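 note: plate controls were DMSO wells with RBBP9 for no effect and wells lacking RBBP9 protein for full effect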
Target sequence (O75884 whole entry, looked up): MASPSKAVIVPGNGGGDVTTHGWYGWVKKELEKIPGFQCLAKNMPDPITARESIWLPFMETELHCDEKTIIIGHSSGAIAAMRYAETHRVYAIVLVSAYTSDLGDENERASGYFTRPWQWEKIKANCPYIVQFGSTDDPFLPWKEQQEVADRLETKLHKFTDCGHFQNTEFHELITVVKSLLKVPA
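Test system: recombinant human RBBP9; Timing: 30 min then 45 min, 25 °C; Detection: fluorescence polarization; Control set: RBBP9 with DMSO as uninhibited control, no-protein wells as full inhibition; Compound dosing: one concentration, 7.94 µM nominal, 0.794% DMSO; Probe or stimulus: FP-Rh activity-based probe, 375 nM before mixing.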
The depositor's hits bear a star; nt = no result given.

Values in the order – Wee1 stabilizer	TNF necrop inh	Ba/F3 V617F tox	PPC-1+TRAIL kill	TRPN1 ag	CHOP inhibitor	BaF3 parental	TRPML3 agonist	RBBP9 inh
> Cc1cccc(NC(=O)COc2ccccc2C)n1
 : 0	1.0	0	28	-0.1	-2	83*	0.1	-9
> CCOC(=O)CCCCC(=O)c1[nH]c(=O)[nH]c1CSc1nnc2c3cc(Br)ccc3n(C)c2n1
 : -4	-0.4	0	26	-1.2	103*	6	0.2	-6
> O=C(NNc1nc(-c2ccccc2)cs1)c1ccco1
 : -2	-0.4	4	25	-0.2	10	6	-0.1	-11
> Cc1ccc(NC(=O)C2CC(=O)N(CCc3ccccc3)C2)c(C)c1 (configuration not stated)
 : -1	-1.1	1	-21	-0.2	1	7	0.8	0
> O=[N+]([O-])c1ccc2[nH]c3c(c2c1)CCCC3
 : -1	0.6	4	7	0.3	48	8	1.4	-2
> Cc1ccc(NC(=S)N(CCN(C)C)Cc2cccs2)cc1
 : -2	1.1	5	-10	-0.3	23	8	1.6	2
> CCc1ccc(Nc2ncc3c(n2)CC(c2ccco2)CC3=O)cc1 (configuration not stated)
 : 2	0.3	3	21	0.5	78*	1	-0.1	-9
> C=CCNc1nc(C2(C)CC3(CC(C)OC3=O)C(=O)O2)cs1 (configuration not stated)
 : 1	1.2	-2	24	0.9	22	3	1.0	-8
> O=C(O)C(c1ccccc1)C(c1ccccc1)c1ccccc1 (configuration not stated)
 : 2	-0.4	-5	1	-1.0	-24	0	0.2	-3
> CCn1c(SCC(=O)N/N=C/c2cc(OC)c(O)c(OC)c2)nc2ccccc21
 : -2	1.9	-6	10	-1.7	22	-5	-0.6	5
> Cc1cc(C)n2nc(C(=O)N3CCN(c4ccc([N+](=O)[O-])cc4)CC3)nc2n1
 : -1	0.6	-3	8	-1.6	17	2	-0.1	5
> CCOc1cc(/C=N\NC(=O)OC)ccc1OC(=O)c1ccco1
 : 0	0.8	1	5	0.2	6	2	-0.2	-5
> O=C(CCc1ccc(S(=O)(=O)N2CCOCC2)cc1)N/N=C/c1ccc(F)cc1F
 : -2	2.0	0	10	-1.1	-1	0	0.6	-7
> CC(C)CNS(=O)(=O)c1ccc(CCC(=O)N2CCCC2)cc1
 : -1	0.4	2	17	1.2	-3	7	0.9	-8
> Cc1ccc2nc(N3CCN(c4ccccc4F)CC3)c(C=O)c(=O)n2c1
 : -2	-2.0	-1	7	0.9	13	7	1.0	-1
> CN1CCN(Cc2nc3ccccc3c(=O)n2Cc2nc(-c3cccc([N+](=O)[O-])c3)cs2)CC1
 : -1	2.0	13	14	-0.1	-28	-3	0.1	1
> Cn1c2ccccc2c(=O)c2c(=O)n(Cc3ccccc3)c(-c3ccc(F)cc3)nc21
 : 1	-3.0	-2	-10	0.6	-28	1	0.8	-2
> CCc1ccc2c(c1)C(c1ccc(N3CCOCC3)cc1)=NNC(c1ccncc1)=N2
 : 0	-0.1	2	-13	1.3	16	15	0.7	-1
> CC(C)N=Cc1c(O)[nH]c2ccccc12
 : 0	-1.0	3	14	-1.1	20	7	0.9	6
> Cc1cc(N2CCC(C)CC2)nc(-c2ccccc2O)n1
 : -3	5.0	-4	-3	-2.4	11	0	-0.4	2
> O=C(Nc1ccc2oc(-c3ccncc3)nc2c1)c1ccccc1
 : -1	-1.9	-3	11	1.9	-15	0	1.0	2
> C/C(N)=C(/C#N)C(=O)COC(=O)c1cc(S(=O)(=O)N2CCCCC2)ccc1C
 : 0	-0.4	-4	0	2.0	17	-1	0.5	4
> CC1(C)S[C@@H]2[C@H](NC(=O)[C@H](C(=O)O)c3ccsc3)C(=O)N2[C@H]1C(=O)O
 : -2	-0.1	4	6	0.5	15	9	0.2	-3
> COc1ccccc1C(=O)NCCc1c(C)[nH]c2c(C)ccc(F)c12
 : -2	-0.3	7	17	-0.4	8	6	0.0	1
> COc1cc2c(cc1NC(=O)COC(=O)CNS(=O)(=O)c1ccc(C)cc1)oc1ccccc12
 : 0	1.6	2	17	-0.4	5	4	1.4	-11
> COCc1cc(=O)[nH]c(SCCS(=O)(=O)c2ccc(Cl)cc2Cl)n1
 : -3	-2.5	-4	11	0.8	-11	-4	2.0	-6
> Cc1n[nH]c(C)c1N1C(=O)c2cccc3c(N4CCCCCC4)ccc(c23)C1=O
 : 2	-3.3	1	-2	125*	9	11	86*	2
> CCN(CC)C(=O)c1sc(NC(=O)c2cccnc2)c(C(=O)OC)c1C
 : 1	0.6	1	4	0.4	36	6	0.4	-6
> COc1ccc(NC(=O)C2CCCN(S(=O)(=O)c3c(C)[nH]c(=O)[nH]c3=O)C2)cc1OC (configuration not stated)
 : -3	0.5	0	12	1.7	-2	7	0.3	-3
> O=C(NC1CCCCCC1)C1CCN(S(=O)(=O)c2cccc3cccnc23)CC1
 : 2	1.6	-4	6	2.8	27	5	0.5	-4

Results in TRPN1 ag, for some of the entries so far:
| Compound | TRPN1 ag |
| --- | --- |
| O=C(O)C(c1ccccc1)C(c1ccccc1)c1ccccc1 (configuration not stated) | -1.0 |
| CCn1c(SCC(=O)N/N=C/c2cc(OC)c(O)c(OC)c2)nc2ccccc21 | -1.7 |

The listing continues.
Values in the order – Wee1 stabilizer	TNF necrop inh	Ba/F3 V617F tox	PPC-1+TRAIL kill	TRPN1 ag	CHOP inhibitor	BaF3 parental	TRPML3 agonist	RBBP9 inh
> COc1ccc2c(c1)C(C)=CC(C)(C)N2S(=O)(=O)c1ccc(C)cc1
 : -3	-10.0	70*	8	-1.6	-14	74*	4.9	-4
> Cc1ccc(C(=O)N/N=C/c2sc(=O)n(Cc3cccc(C(=O)O)c3)c2Cl)cc1
 : 0	-1.2	0	8	0.9	8	1	0.7	-5
> CCOC(=O)C(NC(C)=O)C(=O)Nc1ccc(OC)cc1 (configuration not stated)
 : 4	0.6	-2	-3	-0.4	-8	-1	1.0	5
> Cc1cccc(NC(=O)c2c(O)c3cccc4c3n(c2=O)CCC4)n1
 : -2	1.2	-6	16	1.5	-5	5	0.7	-4
> Cc1cc(-c2ccccc2)nc(N/N=C/c2ccc([N+](=O)[O-])cc2)n1
 : 1	2.3	4	0	1.2	27	11	0.0	-2
> Cc1c(Cl)c([N+](=O)[O-])nn1CC(=O)NCc1ccco1
 : 1	-1.2	4	4	0.4	19	0	-0.3	-7
> Cc1nnc(SCc2cn3ccsc3n2)n(N)c1=O
 : 0	-0.1	0	-3	-1.0	4	4	0.3	-1
> Cc1ccc(N(C(C)C(=O)NCc2ccncc2)S(C)(=O)=O)cc1C (configuration not stated)
 : -1	0.1	3	24	0.5	4	12	0.1	2
> CC(C)CNC(=O)COC(=O)Cc1ccc(Cl)cc1
 : 2	0.0	3	17	0.6	-5	8	-0.4	-5
> CCN1/C(=N\N)c2cccc3cccc1c23
 : 3	-2.8	3	-3	2.3	0	0	1.1	-4
> CC(OC(=O)c1ccc2ncsc2c1)C(=O)NCc1ccccc1 (configuration not stated)
 : 2	3.5	1	-13	-0.9	-2	7	1.2	2
> Cn1c(=O)cc(OCC(=O)NC2CCCCC2)c2ccccc21
 : 4	0.8	2	-24	0.7	-21	6	-0.2	-13
> CCOC(=O)c1cnc2c(C(=O)OCC)cnn2c1N
 : 3	2.7	-1	1	0.3	-13	1	0.3	3
> OCCNCCCCOc1ccc(F)cc1
 : -2	0.3	-4	13	-0.6	13	-2	1.1	-4
> Cc1ccc(NC(=O)COC(=O)Cn2cnc3ccccc32)cc1S(=O)(=O)N(C)C
 : 1	4.6	-1	30	-0.7	-11	6	0.6	-11
> Cn1c(Sc2ccc([N+](=O)[O-])cc2C(F)(F)F)nnc1-c1ccccc1
 : 4	-3.0	2	14	0.7	0	3	-0.7	5
> Cc1nc2ccc(C(=O)N3c4ccccc4CC3C)cc2s1 (configuration not stated)
 : 3	-4.8	3	-17	2.4	-1	12	0.4	6
> Cc1ccc(-c2cc(C(F)F)n3ncc(C(=O)N4CCN5CCCC5C4)c3n2)cc1 (configuration not stated)
 : 0	-7.4	3	37	-1.5	50	6	-0.2	2
> Cc1nn2c(=O)nc3sc4c(c3c2[nH]c1=O)CCCC4
 : -2	1.1	8	nt	1.2	nt	0	0.9	8
> NC(=O)C1CCN(Cc2nc3c(Br)cc(Br)cc3c(=O)[nH]2)CC1
 : -3	0.3	0	14	0.9	14	6	1.6	-9
> C=CCn1c(SCCN2CCOCC2)nc2c1c(=O)[nH]c(=O)n2C
 : -2	1.0	-1	-3	1.4	7	3	1.1	2
> CSc1nc2ccc(NS(=O)(=O)c3ccc([N+](=O)[O-])cc3)cc2s1
 : 1	-0.4	-5	-4	-0.1	15	3	-0.5	-5
> COc1cc(/C=C2/C(=O)ON=C2C)ccc1OCc1ccccc1F
 : 0	-15	-2	18	-1.0	-26	6	-0.5	-7
> Cc1nc(N2CCN(Cc3ccc(Cl)cc3)CC2)c2oc3ccccc3c2n1
 : 2	1.1	-5	5	-0.5	10	-2	0.1	-8
> CC(C)Cn1c(-c2ccco2)nc2c(c(=O)c3ccccc3n2C)c1=O
 : 1	0.9	1	-1	-3.2	12	12	-0.7	-7

Screens as filed in PubChem.
